mABHD4 FP: inhibitors of mouse ABHD4; 370,000 tested, 0.54% active; Q8VD66; AID 720543; inhibition, % at 8.92 µM; purified mABHD4, FP-Rh probe fluorescence polarization;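 active means inhibition exceeding the mean over every tested compound plus 3 SD, cut at about 30% in these data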;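 further: 0% = plate median of compound wells and 100% = S159A mutant with DMSO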
Target sequence (Q8VD66 whole entry, looked up): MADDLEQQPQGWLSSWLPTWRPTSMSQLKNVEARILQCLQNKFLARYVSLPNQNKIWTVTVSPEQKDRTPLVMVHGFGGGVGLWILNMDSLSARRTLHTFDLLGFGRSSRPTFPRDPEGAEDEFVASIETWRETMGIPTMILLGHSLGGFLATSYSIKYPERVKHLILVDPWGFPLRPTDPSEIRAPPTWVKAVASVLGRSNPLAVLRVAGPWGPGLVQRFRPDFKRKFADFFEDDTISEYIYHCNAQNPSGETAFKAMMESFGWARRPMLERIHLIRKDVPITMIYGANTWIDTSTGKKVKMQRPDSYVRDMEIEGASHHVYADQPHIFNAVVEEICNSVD
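Material: mouse ABHD4 enzyme, wild type; Benchmarks: S159A mutant high control, sample median low control; Buffer or medium: HEPES pH 7.0, NaCl, Pluronic buffer; Signal: fluorescence polarization; Read-out: percent inhibition of probe binding, normalized to plate controls; Timing: pre-incubation 45 min, probe exposure 60 min, at 25 °C; Dosing: 8.92 µM, single dose.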
rCAG RNA binder: molecules binding r(CAG) RNA repeats. 370,000 tested, 1.3% active. r(CAG) RNA repeat, TO-PRO-1 dye displacement fluorescence. inhibition, % at 3 µM;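 active means inhibition above the plate cutoff, the mean of all test compounds on that plate plus 3 SD, cut at about 35% in these data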;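 further: 0% = DMSO alone and 100% = 100 µM mitoxantrone as full dye displacement; higher means more dye released from RNA so lower well fluorescence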
HTRA1 inh: blocks human HTRA1 serine peptidase | recombinant HTRA1, FP-rhodamine activity-based probe, fluorescence polarization | inhibition, % at 5.96 µM | 340,000 tested, 0.5% active | AID 504803; in the data active means inhibition above about 36%;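 further: 0% = enzyme with DMSO and 100% = wells lacking enzyme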
Target sequence (Q92743 whole entry, looked up): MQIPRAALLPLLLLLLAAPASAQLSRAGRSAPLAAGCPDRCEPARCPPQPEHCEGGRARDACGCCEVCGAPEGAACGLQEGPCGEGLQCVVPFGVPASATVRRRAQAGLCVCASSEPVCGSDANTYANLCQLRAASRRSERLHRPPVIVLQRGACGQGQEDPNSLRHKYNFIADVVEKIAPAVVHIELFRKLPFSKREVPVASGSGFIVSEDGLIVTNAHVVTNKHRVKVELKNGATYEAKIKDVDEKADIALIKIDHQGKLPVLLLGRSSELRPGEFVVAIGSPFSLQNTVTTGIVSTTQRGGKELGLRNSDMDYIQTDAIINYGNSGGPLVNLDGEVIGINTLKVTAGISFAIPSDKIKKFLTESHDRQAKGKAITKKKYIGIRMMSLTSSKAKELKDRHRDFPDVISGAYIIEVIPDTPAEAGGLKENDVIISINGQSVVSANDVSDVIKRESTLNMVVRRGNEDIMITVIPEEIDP
Rev-erbA mod: modulates human Rev-erb alpha binding to DNA; Rev-erbα–FITC-DNA binding, fluorescence polarization, 90 min; activity, % at 10 µM; 370,000 tested, 0.79% active; AID 1259318;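 active means activity above about 14%, limit read from the data; passing the limit was not always enough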;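 further: 0% = DMSO wells with 35 nM protein and 100% = DMSO wells with 750 nM protein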
NPR1 activator: GC-A (human) enzyme activation; P16066; activation, % at 10 µM; 370,000 tested, 0.14% active; HEK293 GC-A cells, cGMP TR-FRET, EC30 ANP; 0% at EC30 ANP, 100% saturating ANP; in the data active means activation above about 40%
SMARCA2 activ: activators of SMARCA2 function. MG213 cells, MMTV-luciferase reporter, dexamethasone, overnight. activation, % at 9.1 µM. 370,000 tested, 1% active; in the data active means activation above about 7.8%;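 further: 0% = vehicle wells and 100% = reference activator wells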
GC-B act: GC-B (human) receptor activation; P20594; HEK293-GC-B cells, CNP EC30, cGMP TR-FRET; 0% at EC30 CNP, 100% saturating CNP; activation, % at 10 µM; 370,000 tested, 0.11% active;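 active means activation at 10 µM reaching about 35% in either raw or pattern-adjusted values, limit read from the data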
PG9 Ab binder: small molecules binding HIV-1 gp120 antibody PG9 | TR-FRET gp120-PG9 antibody binding | inhibition, % at 6.7 µM | 360,000 tested, 0.43% active | AID 624416; in the data active means inhibition above about 8.5%
ARFGAP1 inh: inhibits rat ARF GTPase activating protein 1; Q62848; Arfgap1-stimulated ARF1 GTP hydrolysis, GDP FP detection; inhibition, % at 16.5 µM; 360,000 tested, 0.26% active; AID 651572;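 active means inhibition above a per-plate limit, mean inhibition of low control wells plus 3 SD, cut at about 25% in these data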;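 further: 0% = DMSO wells with enzyme and 100% = wells lacking Arfgap1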
Target sequence (Q62848 1-136 limits assumed): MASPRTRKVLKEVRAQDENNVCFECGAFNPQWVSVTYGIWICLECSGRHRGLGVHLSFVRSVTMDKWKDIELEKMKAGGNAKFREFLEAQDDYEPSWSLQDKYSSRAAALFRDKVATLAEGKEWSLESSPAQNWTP
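Repeats: one replicate per compound; assay system: rat Arfgap1 catalytic domain, aa 1-136; times: enzyme reaction 120 min at 25 °C after 20 min preincubation; detection: FP of antibody-bound GDP Alexa 633 tracer, ex 620/em 688 nm; benchmarks: high control wells lacking Arfgap1, low control full reaction with DMSO; reagent: human ARF1(Δ1-17)-GTP substrate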
ASAP1 inh: ASAP1 ArfGAP inhibition | 360,000 tested, 0.19% active | AID 624377 | inhibition, % at 16.5 µM | Q9ULH1 | ASAP1-stimulated ARF1 GTP hydrolysis, GDP FP detection; in the data active means inhibition above about 25%;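 further: 0% = vehicle with enzyme and substrate and 100% = no enzyme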
An asterisk follows results filed as active; / = no result given.

Every second line gives: mABHD4 FP | rCAG RNA binder | HTRA1 inh | Rev-erbA mod | NPR1 activator | SMARCA2 activ | GC-B act | PG9 Ab binder | ARFGAP1 inh | ASAP1 inh
1	CC(C)(C)OC(=O)C[C@H]1C/C=C\C[C@@H](CC(=O)N[C@H](CO)Cc2ccccc2)C(=O)NC[C@@H](c2ccccc2)OC1=O
    16 | -7 | -12 | 4 | 1 | 2 | 7 | -0.4 | 20 | 5
2	CCOc1ccc(C(=O)NCC(=O)N2CCN(Cc3ccccc3)CC2)cc1
    3 | -2 | 5 | -8 | 1 | -1 | 1 | 1.0 | -5 | -15
3	O=C(O)c1cc(-c2ccccc2)nn1CC1CC(c2cccnc2)=NO1 (configuration not stated)
    2 | -2 | -2 | -5 | 4 | 0 | 1 | 1.4 | 0 | 3
4	CC(C)(C)c1cc(CP(=O)(c2ccccc2)c2ccccc2)cc(C(C)(C)C)c1O
    -51 | -7 | -47 | 4 | -7 | -2 | 0 | -0.1 | -14 | 7
5	C=CCc1ccccc1OCC(O)CNC(=O)c1ccccc1C(=O)O (configuration not stated)
    -3 | 0 | -3 | -6 | 1 | -1 | 2 | -0.7 | 2 | -8
6	NS(=O)(=O)c1ccc(NC(=O)COC(=O)CCNC(=O)NC23CC4CC(CC(C4)C2)C3)cc1
    -2 | 13 | 4 | 0 | 4 | -2 | 1 | -2.1 | 14 | -1
7	C[C@@H]1O[C@@H](O[C@@H]2[C@@H](O)[C@H](OCCc3ccc(O)c(O)c3)O[C@H](CO)[C@H]2OC(=O)/C=C/c2ccc(O)c(O)c2)[C@H](O)[C@H](O)[C@H]1O
    10 | 8 | 4 | 2 | 1 | 0 | 10 | -1.6 | 9 | 9
8	Cc1ccc(C(=O)Nc2nc3ccccc3[nH]2)cc1
    30* | 0 | -4 | 2 | 0 | -4 | -5 | 1.6 | 0 | 10
9	NC(=O)CC(NC(=O)c1ccc(Br)cc1)c1ccc(N2CCN(c3ccccc3)CC2)c([N+](=O)[O-])c1 (configuration not stated)
    1 | 6 | 0 | 2 | -5 | -1 | 0 | -1.1 | 8 | 17
10	Cc1ccsc1/C=N/NC(=O)C(=O)NCC(C)C
    -1 | -1 | -8 | -2 | 1 | 0 | 2 | 2.2 | 2 | 2
11	COC(=O)CCNC(=O)c1ccc2[nH]c(C)c(C)c2c1
    0 | -3 | 5 | 1 | -3 | -3 | 2 | -1.7 | 0 | -11
12	CCc1cccc(C)c1NC(=S)N(CCCN1CCOCC1)Cc1cccnc1
    -1 | -2 | 3 | -3 | 1 | -1 | 1 | -2.5 | -1 | -3
13	CCNC(=O)C1(C)CCCN1C(=O)c1ccc(C#N)cc1 (configuration not stated)
    2 | 2 | / | -4 | -4 | 0 | 1 | 0.3 | -5 | -8
14	CCOC(=O)c1c(NC(=O)C2CCCN(S(=O)(=O)c3ccc(C)cc3)C2)sc2c1CCCC2 (configuration not stated)
    2 | 2 | 5 | 4 | -2 | 0 | 0 | -1.4 | 6 | -17
15	CC(C)(C)OC(=O)C[C@@H]1C/C=C\C[C@H](CC(=O)N(CCO)Cc2ccccc2)C(=O)N[C@@H](Cc2c[nH]c3ccccc23)COC1=O
    4 | -1 | 0 | 0 | 0 | -1 | 1 | 0.0 | -6 | 14
16	COc1cc(S(=O)(=O)n2ccnc2)ccc1Br
    1 | 1 | -1 | 4 | 4 | -2 | 4 | -1.0 | 5 | 4
17	CCn1c(-c2csc(-c3ccccc3)n2)n[nH]c1=S
    0 | 4 | 0 | -4 | -1 | 3 | 0 | -0.6 | 6 | -3
18	CCCC1CC(C)(/C(C)=N\NC(N)=S)OC1=O (configuration not stated)
    6 | 0 | -2 | 1 | 3 | -2 | 9 | -0.6 | -9 | -10
19	COc1cc2[nH]c(=S)nc(NC3CCCCCC3)c2cc1OC
    -2 | 12 | -36 | 2 | 2 | 6 | -5 | -2.0 | 3 | 4
20	Cc1ccc(C2C(C#N)C(C#N)N3CCCN23)cc1 (configuration not stated)
    0 | 2 | 0 | 1 | 3 | -1 | -1 | 0.1 | 13 | 15
21	CCN(CC)S(=O)(=O)c1ccc2c(c1)nc(SCn1nnc3ccccc3c1=O)n2CC
    -4 | 8 | -2 | 3 | 4 | -4 | 0 | 1.6 | 9 | -3
22	COc1ccc(CCNC(=O)CN2CCC(n3nnc4cc(F)ccc43)CC2)cc1OC
    -1 | -10 | 3 | 1 | -2 | 1 | 4 | -1.3 | -13 | 3
23	COc1ccc([C@H]2CC(=O)C=C(c3ccc(NC(C)=O)cc3)C2)cc1OC
    -6 | -5 | -4 | 6 | 1 | 1 | -5 | 1.4 | 10 | 8
24	COc1ccccc1N1CCN(C(c2cccs2)C(C)NC(=O)C(=O)N2CCCCC2)CC1 (configuration not stated)
    -6 | -3 | -1 | -2 | -3 | -2 | 0 | 1.7 | 4 | -12
25	O=C(/C=C/c1cccc(C(F)(F)F)c1)OCC(=O)N1CCN(c2ccccc2)CC1
    -2 | -1 | 3 | -1 | 1 | 4 | 4 | -1.5 | -4 | 2
26	CN(N)C(=S)NCc1ccccc1
    8 | -1 | -6 | -4 | -1 | -1 | 4 | -0.7 | -5 | 6
27	Cc1ccc(C2=NS(=O)(=O)N(C)C(C(=O)Nc3ccc(F)cc3F)=C2)cc1
    -4 | 6 | -11 | -1 | -2 | -1 | -5 | -0.9 | 2 | -3
28	CSc1ccccc1OCc1cc(C(=O)NCCC2CCCCO2)no1 (configuration not stated)
    3 | -4 | -3 | -5 | 7 | 2 | 0 | -1.0 | 1 | -2
29	Cc1ccc(S(=O)(=O)c2nc(S(C)(=O)=O)sc2N(C)C)cc1
    4 | 2 | -3 | -4 | 8 | 3 | 2 | 1.2 | 12 | -2
30	Cn1nnc2c(N3CCCCC3)nccc21
    4 | 0 | 1 | -2 | 2 | 1 | 7 | -3.1 | 13 | 0

Shown with bars between the fields: 2 of the compounds above.
# | SMILES | mABHD4 FP | rCAG RNA binder | HTRA1 inh | Rev-erbA mod | NPR1 activator | SMARCA2 activ | GC-B act | PG9 Ab binder | ARFGAP1 inh | ASAP1 inh
21 | CCN(CC)S(=O)(=O)c1ccc2c(c1)nc(SCn1nnc3ccccc3c1=O)n2CC | -4 | 8 | -2 | 3 | 4 | -4 | 0 | 1.6 | 9 | -3
22 | COc1ccc(CCNC(=O)CN2CCC(n3nnc4cc(F)ccc43)CC2)cc1OC | -1 | -10 | 3 | 1 | -2 | 1 | 4 | -1.3 | -13 | 3

The results go on:
Every second line gives: mABHD4 FP | rCAG RNA binder | HTRA1 inh | Rev-erbA mod | NPR1 activator | SMARCA2 activ | GC-B act | PG9 Ab binder | ARFGAP1 inh | ASAP1 inh
31	Cc1ccc(NC(=O)C2CCC(CNC(=O)[C@@H]3Cc4ccccc4CN3)CC2)cc1 (some centres not stated)
    -6 | -3 | 2 | 1 | 3 | 0 | 8 | 0.9 | 2 | 4
32	Cc1cc(C(F)(F)F)c(C#N)c(=O)[nH]1
    4 | 1 | -6 | 2 | 3 | 1 | -4 | -2.8 | 10 | -13
33	COc1cc(/C=N\Nc2nc(-c3cccs3)c(NC(C)=O)s2)ccc1O
    6 | 14 | 9 | 1 | 5 | 2 | 4 | -3.0 | 4 | -1
34	CCc1ccc(NC(=O)Nc2cc(C(=O)NCC3CCCO3)ccc2N2CC3CC(C2)c2cccc(=O)n2C3)cc1 (configuration not stated)
    -5 | -3 | -5 | 1 | 0 | -1 | 6 | -0.1 | 2 | 0
35	CCSc1nnc(NC(=O)C2CCN(S(=O)(=O)c3cc(C(F)(F)F)ccc3Cl)CC2)s1
    2 | 2 | 2 | 10 | 1 | -1 | 5 | -0.9 | -6 | -4
36	COc1ccc(/C=N/NC(=O)c2ccn[nH]2)cc1Cn1nc(C)c([N+](=O)[O-])c1C
    -2 | -1 | / | -2 | -1 | -1 | 3 | -0.8 | -6 | -5
37	O=C(CC(=O)c1ccncc1)c1ccccc1
    -1 | 2 | -1 | -5 | 2 | 2 | 0 | -0.5 | -6 | -2
38	COc1ccc(CN2CCC(CNC(=O)NC3CCCCC3)CC2)cc1
    -4 | -7 | 6 | 0 | 1 | -1 | -9 | 2.3 | 3 | 3
39	C=CCn1c(-c2ccco2)n[nH]c1=S
    -1 | 3 | 6 | -4 | 2 | -1 | 6 | 1.5 | -12 | 3
40	O=C(CC[C@H]1O[C@@H](n2cnc3c(NC(=O)c4ccccc4)ncnc32)[C@H](O)[C@@H]1O)N[C@@H](CO)Cc1c[nH]c2ccccc12
    7 | 3 | / | -2 | 1 | -5 | 0 | 0.8 | -1 | -3
41	COc1ccc(/C=N/NC(=O)CN(C)S(=O)(=O)c2ccc(NC(C)=O)cc2)cc1
    2 | 0 | -2 | 1 | -1 | -2 | -5 | 0.4 | 7 | 3
42	O=C1c2ccccc2-c2nc3ncnn3c(-c3ccccc3Cl)c21
    1 | 0 | 1 | -3 | 8 | 1 | 10 | -0.1 | 10 | -4
43	COc1cc2nc(NC(=O)c3ccc(Cl)cc3)sc(=O)c2cc1OC
    -14 | -1 | -2 | 22 | -6 | -3 | -6 | 2.2 | 0 | -4
44	O=C(COc1ccc(/C=N/NC(=O)c2ccncc2)cc1)Nc1ccccc1
    3 | -2 | 1 | -2 | 3 | 2 | -3 | -1.7 | -3 | 3
45	CC(C)(C)NCc1cc(Cl)ccc1OCc1cccs1
    -4 | 5 | 5 | 0 | -23 | 1 | -16 | -2.6 | 2 | 9
46	O=[N+]([O-])c1ccc(N2CCN(C(=S)c3cccc([N+](=O)[O-])c3)CC2)cc1
    2 | 1 | -2 | 2 | 0 | -2 | 5 | 1.0 | 5 | -3
47	CCOC(=O)c1[nH]c(C)c(C(=O)Nc2cc(Cl)ccc2C)c1C
    0 | 6 | -4 | 1 | -7 | -3 | -2 | -1.0 | -5 | -8
48	N#CCc1ccc(NS(=O)(=O)c2ccc(N3CCCC3=O)cc2)cc1
    2 | 3 | 6 | 17 | 1 | -1 | 3 | 0.4 | -5 | -3
49	COc1cc(C(=O)NCC2CCCO2)ccc1OCc1c(C)noc1C (configuration not stated)
    -6 | -1 | 2 | 1 | 4 | 0 | 3 | -3.2 | 9 | -2
50	CCOc1ccc(S(=O)(=O)N2CCOCC2)cc1NC(=O)CN1C(=O)NC(C)(c2ccccc2)C1=O (configuration not stated)
    2 | 3 | -8 | 3 | 2 | 0 | 3 | -0.7 | 0 | -6
51	COc1ccccc1CNC(=O)COC(=O)/C=C/c1ccc(OC(F)F)c(OC)c1
    0 | -7 | 2 | 5 | -1 | -2 | -1 | -1.2 | 3 | 2
52	CN(CCc1ccccn1)S(=O)(=O)c1ccc(F)cc1
    9 | 1 | 2 | 1 | 0 | 0 | -6 | 0.1 | 11 | 0
53	O=C(CCN1C(=O)/C(=C/c2ccccc2)SC1=S)Nc1ccccn1
    1 | 5 | 5 | 2 | -2 | -1 | -2 | -0.6 | 0 | -6
54	CN(C)S(=O)(=O)c1cccc(NC(=O)c2sccc2-c2ccccc2)c1
    -5 | -2 | -10 | -5 | -1 | -2 | 6 | -0.2 | -1 | 9
55	Cc1c(CNCCC2=CCCCC2)c(C(=O)O)c(C)n1Cc1ccccc1
    -3 | -3 | 4 | -3 | -1 | -2 | 3 | -0.5 | 9 | 4
56	Cc1ccc(-n2ncc3c(SCc4cccc(C)c4)ncnc32)cc1
    2 | 0 | 4 | -1 | -1 | 3 | -2 | -1.6 | 22 | 12

High-throughput results: PubChem, several laboratories
